# Assay outcomes (PubChem BioAssay)
# TGFb inhibitor: qHTS for Inhibitors of TGF-b | HepG2 CAGA-GFP TGF-b/SMAD3 reporter, GFP fluorescence, 18 h; TGF-beta stimulated, 500 pg/mL final | Potency, µM (top dose mostly 46.1 µM), without a hit: at the top dose activity, negative = inhibition, usual class: inhibitors | 410,000 compounds, 1.2% hits; further: potency means the concentration at half of the fitted maximal effect; on the % scale 0 is the no-effect control and ±100 the full control effect; nearly all actives have a fitted effect of over 65% in size
#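 TGF-beta reporter screen: HEPG2 CAGA-GFP, 1% FBS, 500 pg/mL TGF-beta final, 18 h; per-cell GFP summed per well; curves fitted and categorized by class.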
# S2 tox: Viability Counterscreen for Primary qHTS for Inhibitors of ATXN expression; S2 cells (HEK-293 line with an ATXN2-luciferase reporter) viability, CellTiter-Fluor protease fluorescence, 24 h; Potency, µM (series often up to 56.7 µM), usual class: cytotoxic; 400,000 compounds, 0.49% hits; further: potency means the concentration at half of the fitted maximal effect; nearly all actives have a fitted effect of over 40% in size
# Nrf2 ARE act: qHTS of Nrf2 Activators; 410,000 compounds, 0.31% hits; Potency, µM (series often up to 46.1 µM), for inactives: at the highest dose activation, most hits filed as activators; AREc32 ARE-luciferase reporter (MCF7-derived line), luminescence, 24 h; AID 624171, 2012; further: potency means the concentration at half of the fitted maximal effect; % of control where 0% means no effect; nearly all actives have a fitted effect of over 65% in size
#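 Quantitative high-throughput format: AREc32 reporter cells, 1000 per well, received compound by pin transfer and were incubated 24 hr at 37 deg C, 5% CO2, before Steady-Glo luminescence detection.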
# EPAC2 ag: qHTS for Agonist of cAMP-regulated guanine nucleotide exchange factor 4 (EPAC2): primary screen | EPAC2 activation, biochemical qHTS; response scale: 100% = 6.5 mM cAMP response | Rap guanine nucleotide exchange factor 4 (Homo sapiens), Q8WZA2 | 360,000 compounds, 0.079% hits | Potency, µM (top dose mostly 154 µM), inactives show at the highest dose activation, hits mostly activators; further: potency means the concentration at half of the fitted maximal effect; nearly all actives have a fitted effect of over 50% in size
# Target sequence (Q8WZA2 whole entry, looked up): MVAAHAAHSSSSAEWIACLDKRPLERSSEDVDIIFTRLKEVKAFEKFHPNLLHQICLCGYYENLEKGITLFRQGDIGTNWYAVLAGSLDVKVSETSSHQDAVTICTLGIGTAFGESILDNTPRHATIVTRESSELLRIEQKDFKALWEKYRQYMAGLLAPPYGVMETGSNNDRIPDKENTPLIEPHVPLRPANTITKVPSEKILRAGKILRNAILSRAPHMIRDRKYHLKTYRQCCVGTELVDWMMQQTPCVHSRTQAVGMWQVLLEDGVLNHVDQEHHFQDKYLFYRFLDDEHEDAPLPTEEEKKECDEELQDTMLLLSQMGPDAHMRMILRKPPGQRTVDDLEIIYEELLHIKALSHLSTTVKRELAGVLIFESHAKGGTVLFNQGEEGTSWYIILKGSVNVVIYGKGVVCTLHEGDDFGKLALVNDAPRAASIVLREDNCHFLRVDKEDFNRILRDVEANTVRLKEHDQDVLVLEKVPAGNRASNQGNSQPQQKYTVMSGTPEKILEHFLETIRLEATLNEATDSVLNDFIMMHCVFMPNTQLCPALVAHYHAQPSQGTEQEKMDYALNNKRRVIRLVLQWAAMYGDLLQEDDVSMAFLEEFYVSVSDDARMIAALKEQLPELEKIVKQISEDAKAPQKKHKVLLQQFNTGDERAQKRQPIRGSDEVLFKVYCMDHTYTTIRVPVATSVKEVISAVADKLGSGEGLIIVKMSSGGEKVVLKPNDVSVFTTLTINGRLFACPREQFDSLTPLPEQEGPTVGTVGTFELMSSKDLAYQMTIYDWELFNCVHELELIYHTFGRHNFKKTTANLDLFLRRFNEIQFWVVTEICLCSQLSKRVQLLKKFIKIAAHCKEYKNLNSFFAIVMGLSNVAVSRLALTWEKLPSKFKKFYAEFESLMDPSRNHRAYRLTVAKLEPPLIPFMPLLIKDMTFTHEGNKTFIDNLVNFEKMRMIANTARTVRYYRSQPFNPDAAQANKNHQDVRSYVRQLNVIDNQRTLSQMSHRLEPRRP
#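 EPAC2 (100 nM) mixed with Rap1B loaded with BODIPY-GDP (250 nM) plus 50 uM unlabeled GDP; compounds pinned in, 5 min RT, then read every 5 min for 30 min (ex 480, em 540 nm). Normalized to cAMP control.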
# ATXN2 expr inh: Primary qHTS for Inhibitors of ATXN expression; HEK-293 ATXN2-luciferase reporter, luminescence, 24 h; Potency, µM (doses to about 57 µM), for inactives: at the top dose activity change, negative = inhibition, actives largely listed as inhibitors; 360,000 compounds, 0.72% hits; further: potency means the concentration at half of the fitted maximal effect; on the % scale 0 is the no-effect control and ±100 the full control effect; nearly all actives have a fitted effect of over 55% in size
#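 ATXN2-luciferase reporter cells (luciferase flanked by upstream and downstream ATXN2 gene portions) were treated 24 h at 37 °C with compounds at up to 57 uM. SteadyGlo luminescence gave expression; GF-AFC fluorescence gave viability.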
# HepG2 tox: qHTS for Inhibitors of TGF-b: Cytotox Counterscreen; HepG2 CAGA-GFP viability, ATP luminescence, 18 h; Potency, µM (series often up to 46.1 µM), for the others: at the highest dose activity change, negative = cytotoxicity, most hits filed as cytotoxic; 410,000 compounds, 0.76% hits; AID 588856, 2011; further: potency means the concentration at half of the fitted maximal effect; some results filed as inactive show a strong effect at the top dose
#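 CellTiter-Glo luminescence gave cytotoxicity after 18 hours at 37 degrees C. The cells were HepG2 CAGA-GFP in 1% FBS DMEM, stimulated with 500 pg/mL TGF-beta after compound addition. %Activity was normalised to no-cell wells (complete cell-killing) and DMSO (no toxicity), and curves were fitted and classified.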
# IL-2 act: qHTS of IL-2 Activators. IL-2 activation reporter assay, cell-based qHTS; stimulated with anti-CD3/CD4/CD28 beads; in transgenic mouse T cells. activation, % (series mostly up to about 46 µM). 360,000 compounds, 0.065% hits; in the data active means activation above about 50%; inconclusive means mostly about 30% to 49%; further: 0% is about no effect
#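 Using fluorescent plate cytometry, EGFP and DsRed are detected in transgenic mouse T cells stimulated 18 h at 37 degrees C with antibody-coated beads after 60 min compound pretreatment.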
# A549 tox: Nrf2 qHTS screen for inhibitors: counterscreen for cytotoxicity; A549 ARE-Fluc cells, CellTiter-Fluor viability, 18-24 h; Potency, µM (top dose mostly 46 µM), for inactives: at the top dose activity change, negative = cytotoxicity, usual class: inhibitors; 390,000 compounds, 0.16% hits; further: potency means the concentration at half of the fitted maximal effect; on the % scale 0 is the no-effect control and ±100 the full control effect
#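 A549 ARE-Fluc cells in 5% FBS OPTI-MEM, 5000 cells/well, rested 2 h then exposed to compounds in concentration-response for 18-24 h at 37 °C. Viability by CellTiter-Fluor fluorescence (Ex 405/Em 525) after 30 min; luciferase luminescence (BugLite, 15 min, RT) read afterwards.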
# Nrf2 inh: Nrf2 qHTS screen for inhibitors; A549 ARE-Fluc reporter, luciferase luminescence, 18-24 h; Potency, µM (top dose mostly 46 µM), without a hit: top-dose activity change, negative = inhibition, actives largely listed as inhibitors; 360,000 compounds, 2.1% hits; further: potency means the concentration at half of the fitted maximal effect; on the % scale 0 is the no-effect control and ±100 the full control effect; nearly all actives have a fitted effect of over 60% in size
#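 A549 ARE_Fluc cells (5000/well, 5% FBS OPTI-MEM) pre-incubated 2 h, then treated with compounds 18-24 h at 37C/5% CO2 in concentration-response. CellTiter-Fluor viability read first; BugLite luciferase luminescence after 15 min at room temperature gives Nrf2 activity.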
# An asterisk follows results filed as active; i = inactive; ? = inconclusive; nt = not tested or not shown; [ ] = remark or other dose. Unless noted, the call rests on the fitted dose curve; in most records, active means well fitted curve in the direction sought with a large enough effect; inconclusive means small, poorly fitted or top-dose-only effect, or another doubt; inactive means no such curve, though single readings can be large; an effect the other way counts as inactive or inconclusive.
compound	TGFb inhibitor	S2 tox	Nrf2 ARE act	EPAC2 ag	ATXN2 expr inh	HepG2 tox	IL-2 act	A549 tox	Nrf2 inh
COCCNC(=O)C(=O)NNS(=O)(=O)c1ccc2ccccc2c1	-4%	i	-0.1%	10%	-17%	-5%	-0.3	2%	-4%
Cc1ccc(Cl)cc1NS(=O)(=O)Cc1ccccc1	23%	i	0.2%	14%	2%	-7%	1.1	8%	-21%
COc1cnc(-c2ccccn2)nc1Sc1ccc(Cl)cc1	0%	?	3.3%	7%	?	-22%	0.9	-15%	18%
Cc1cc(C)nc(/N=C(/NC(=O)c2ccccc2)Nc2ccccc2)n1	-1%	i	-0.3%	1%	-1%	-11%	-1.0	18%	6%
CCS(=O)(=O)Nc1cc(-c2cn3ccc(C)cc3n2)ccc1C	-12%	?	6.2%	nt	10%	-26%	nt	-4%	20%
O=C(COC(=O)c1cc([N+](=O)[O-])ccc1NCCO)c1ccccc1	-1%	i	4.0%	4%	3%	-3%	-1.0	?	?
COc1ccc(NC(=O)CSc2nc(-c3cccc(C)c3)[nH]c2-c2ccccc2)cc1OC	11µM*	?	-0.9%	nt	?	-19%	nt	?	23µM*
CCCn1c(=N)n(CC(O)COc2ccc(C)cc2)c2ccccc21 (stereo not drawn)	?	i	6.0%	-2%	-35%	-58%	-2.3	-15%	-17%
COc1cc(OC)c(C(=O)Nc2cccnc2)cc1OC	0%	i	-0.1%	1%	-7%	0%	0.8	4%	-2%
COc1ccc(-c2c(C3C4C=CCC(C)C4C(=O)N3Cc3ccccc3)ccc3ccccc23)cc1 (stereo not drawn)	-3%	nt	nt	nt	nt	-1%	nt	-6%	21µM*
COc1cc(OC)cc(C(=O)NCC(=O)Nc2ccc(C)c(Cl)c2)c1	23%	i	5.9%	4%	-16%	9%	0.8	-2%	-10%
COc1ccc(/C(N)=N/OC(=O)c2ccc(C)c([N+](=O)[O-])c2)cc1	1%	i	8.5%	10µM*	42%[activator]	24%	-0.4	-1%	?
O=C(O)CCC(=O)N1N=C(c2ccccc2)CC1c1cccs1 (stereo not drawn)	-28%	i	0.2%	-3%	-9%	8%	1.7	0%	-5%
Brc1cccc(-c2nc(-c3ccncc3)no2)c1	15%	i	11µM*	-7%	81%[activator]	-9%	-4.1	9%	nt
COc1ccc(S(=O)(=O)N(CC(=O)N2CCN(c3ccccc3OC)CC2)c2ccccc2)cc1	-11%	i	-0.2%	-4%	-15%	-5%	-2.2	-7%	-27%
CCOC(=O)C1CCN(C(=O)CN2C(=O)c3ccccc3S2(=O)=O)CC1	2%	i	0.5%	9%	18%	-3%	0.9	3%	6%
Cc1cc(=O)oc2cc(OCC(=O)OCC(=O)Nc3ccc(C(C)C)cc3)ccc12	4%	i	-0.2%	-4%	14%	-3%	-2.9	1%	?
O=C(c1cc2ccc([N+](=O)[O-])cc2oc1=O)N1CCOCC1	5%	?	0.4%	2%	-5%	5%	0.3	?	15%
CCOC(=O)C1=CN(Cc2ccco2)S(=O)(=O)NC1c1ccc(Br)cc1F (stereo not drawn)	-18%	i	5.1%	20%	2%	-68%	-0.3	5%	-9%
CN(C(=O)c1ccc(NC(=O)Cc2ccc(NC(=O)C3CCN(C(=O)c4ccccc4)CC3)cc2)cc1)C1CCCC1	15%	?	-0.6%	6%	14%	-6%	0.2	-5%	6%
O=C(CN1C(=O)c2ccccc2C1=O)N1CCN=C1c1ccccc1	0%	i	-0.7%	-1%	5%	7%	-0.7	-4%	2%
CN1C(=O)C2(C(C#N)=C(N)N(c3cc(Cl)cc(Cl)c3)C3=C2C(=O)CC(C)(C)C3)c2ccccc21 (stereo not drawn)	0%	i	0.0%	-9%	-5%	-2%	-0.8	-11%	-21%
CCS(=O)(=O)NCCc1csc(-c2cccnc2)n1	5%	i	-0.9%	-5%	7%	-3%	0.0	-1%	17%
O=C(c1cc(COc2cccc(C(F)(F)F)c2)on1)N1C[C@@H]2CCC[C@H]1C2	-3%	i	3.3%	-2%	6%	-7%	0.8	-19%	?
CCN(C(=O)Cn1c(=O)oc2ccccc21)c1c(N)n(Cc2ccccc2)c(=O)[nH]c1=O	12%	i	-0.7%	0%	nt	8%	-0.9	-1%	5%
Cc1ccc(NC(=O)C2CCN(S(=O)(=O)c3cccc4nonc34)CC2)cc1C	-2%	nt	4.0%	nt	nt	-21%	nt	?	nt
Cc1ccc(CCNC(=O)c2ccc(CSCc3ccc(C)cc3)o2)cc1	?	nt	-0.2%	nt	nt	-21%	nt	0%	nt
O=C(NC(=S)Nc1ccc(F)cc1)C1CCCCC1	-17%	i	-0.6%	2%	33%	-17%	-1.1	9%	11%
CCOC(=O)C1CCN(Cc2ccc(O)c(OC)c2)CC1	0%	nt	0.2%	2%	nt	-21%	-0.6	-5%	2%
Cc1ccc(C(C(=O)NCC2CCCO2)N(C(=O)c2snc(C(N)=O)c2N)c2ccccc2F)o1 (stereo not drawn)	14%	nt	0.3%	15%	-9%	-5%	-1.0	2%	-15%

# Additional entries follow:
compound	TGFb inhibitor	S2 tox	Nrf2 ARE act	EPAC2 ag	ATXN2 expr inh	HepG2 tox	IL-2 act	A549 tox	Nrf2 inh
CC(C)CN1C(=O)NC(NC(=O)c2cccnc2)(C(F)(F)F)C1=O (stereo not drawn)	6%	i	-0.2%	-4%	4%	7%	0.1	-11%	-1%
Cc1ccc(-c2cc(C(=O)N/N=C/c3c[nH]c4ccccc34)n[nH]2)o1	36%[activator]	?	0.9%	26%	nt	-8%	0.2	12%	12%
Cc1c(NC(=O)c2cccc(NC(=O)COc3ccccc3)c2)c(=O)n(-c2ccccc2)n1C	13%	i	-0.6%	9%	11%	3%	8.1	-1%	-29%
CCOC(=O)CSc1nc2ccccc2c(=O)n1CC1CCCO1 (stereo not drawn)	-12%	i	0.5%	-4%	0%	1%	-2.1	-10%	15%
CCOC(=O)Cc1nnc(NCc2ccccc2)c2ccccc12	-11%	i	0.0%	11%	-12%	-6%	-2.5	0%	-4%
O=C1Nc2ccccc2N(O)N1c1ccc(S(=O)(=O)N2CCOCC2)cc1	-13%	i	0.1%	9%	-4%	-10%	-0.6	10%	6%
C=CCn1c(SCc2c(C(=O)OC)sc(N)c2C(=O)OC)nnc1-c1ccc(Cl)cc1	?	i	0.4%	-1%	2%	-30%	2.4	1%	-11%
Cn1ccc2c(N3CCCC3)cc3c(c21)C1CCC3C1 (stereo not drawn)	?	i	-0.1%	12%	?	3%	-1.0	nt	nt
Cc1ccc(CSCC(=O)N(CCC(C)C)c2c(N)n(Cc3ccccc3)c(=O)[nH]c2=O)cc1	?	i	3.4%	-10%	-6%	-31%	-5.8	0%	2%
COc1ccc(C(=O)NCC(c2ccc(N(C)C)cc2)N2CCc3ccccc32)cc1OC (stereo not drawn)	-16%	nt	20%	nt	nt	-26%	nt	-11%	nt
CCN(CC)S(=O)(=O)c1ccc(F)cc1	-8%	i	-0.1%	-7%	1%	-5%	-0.8	-12%[1.84 µM]	1%
O=C(NNC(=O)c1cc(-c2cccnc2)nc2ccccc12)Nc1ccc(Cl)cc1	-5%	nt	2.9%	1%	-27%	-28%	-0.6	2%	-10%
OCCN(Cc1ccccc1)Cc1ccc(Cl)cc1Cl	?	i	-0.3%	?	-10%	-28%	-3.0	2%	0%
CC1=C(C(=O)Nc2cccc(C(=O)NCC(C)c3ccccc3)c2)SCCO1 (stereo not drawn)	-1%	i	0.0%	-6%	nt	3%	-2.2	nt	nt
CC(Oc1ccc(Cl)cc1)c1ccnn1S(=O)(=O)c1ccccc1 (stereo not drawn)	2%	i	0.0%	16%	-23%	-22%	0.4	-4%	-51%
O=C(CN1CCOCC1)N1CCOCC1	8%	i	-0.8%	8%	-6%	4%	0.7	9%	7%
CSc1ccccc1C(=O)Nc1nc2ccccc2[nH]1	-2%	i	8.0%	15%	52%[activator]	-41%	-0.4	0%	?
CCC(=O)c1ccc(OCC(=O)O)c(OC)c1	3%	i	-0.6%	5%	4%	-7%	-0.3	4%	6%
O=c1[nH][nH]c2c1[C@H](c1ccc(Cl)cc1)O[C@H](C1CCCCC1)C2	nt	i	-0.7%	-2%	17%	nt	-0.8	nt	nt
CCCCOc1c(Br)cc(/C=N/O)cc1OCC	?	?	0.4%	-3%	-7%	-41%	-1.7	19%	1%
CCCOc1ccc(C(=O)NNC(=O)CCNC(=O)c2ccccc2Cl)cc1OC	-2%	i	2.5%	3%	0%	-2%	-5.8	-6%	19%
CCC(C)[C@H](NC(=O)NCCC1=CCCCC1)C(=O)OC (stereo partly drawn)	22%	i	-0.4%	1%	8%	-8%	0.2	-4%	-8%
COC(=O)CNC(=O)C12CC3CC(C1)CC(c1ccc(C)cc1)(C3)C2	14%	i	0.0%	-2%	5%	7%	-1.0	-4%	5%

# Structures shown so far with a CF3 group, in the order listed:
compound	TGFb inhibitor	S2 tox	Nrf2 ARE act	EPAC2 ag	ATXN2 expr inh	HepG2 tox	IL-2 act	A549 tox	Nrf2 inh
O=C(c1cc(COc2cccc(C(F)(F)F)c2)on1)N1C[C@@H]2CCC[C@H]1C2	-3%	i	3.3%	-2%	6%	-7%	0.8	-19%	?
CC(C)CN1C(=O)NC(NC(=O)c2cccnc2)(C(F)(F)F)C1=O (stereo not drawn)	6%	i	-0.2%	-4%	4%	7%	0.1	-11%	-1%
